Assay outcomes from PubChem.
TcdB inh – TcdB glycohydrolase inhibitors, primary screen, biochemical, single point, plate reader; TcdB glycohydrolase enzymatic assay; hit rate 0.24% among 350,000; Toxin B (Clostridioides difficile), P18177; inhibition, % at 9.99 µM; in the data active means inhibition above about 10%
Target sequence (P18177 whole entry, looked up): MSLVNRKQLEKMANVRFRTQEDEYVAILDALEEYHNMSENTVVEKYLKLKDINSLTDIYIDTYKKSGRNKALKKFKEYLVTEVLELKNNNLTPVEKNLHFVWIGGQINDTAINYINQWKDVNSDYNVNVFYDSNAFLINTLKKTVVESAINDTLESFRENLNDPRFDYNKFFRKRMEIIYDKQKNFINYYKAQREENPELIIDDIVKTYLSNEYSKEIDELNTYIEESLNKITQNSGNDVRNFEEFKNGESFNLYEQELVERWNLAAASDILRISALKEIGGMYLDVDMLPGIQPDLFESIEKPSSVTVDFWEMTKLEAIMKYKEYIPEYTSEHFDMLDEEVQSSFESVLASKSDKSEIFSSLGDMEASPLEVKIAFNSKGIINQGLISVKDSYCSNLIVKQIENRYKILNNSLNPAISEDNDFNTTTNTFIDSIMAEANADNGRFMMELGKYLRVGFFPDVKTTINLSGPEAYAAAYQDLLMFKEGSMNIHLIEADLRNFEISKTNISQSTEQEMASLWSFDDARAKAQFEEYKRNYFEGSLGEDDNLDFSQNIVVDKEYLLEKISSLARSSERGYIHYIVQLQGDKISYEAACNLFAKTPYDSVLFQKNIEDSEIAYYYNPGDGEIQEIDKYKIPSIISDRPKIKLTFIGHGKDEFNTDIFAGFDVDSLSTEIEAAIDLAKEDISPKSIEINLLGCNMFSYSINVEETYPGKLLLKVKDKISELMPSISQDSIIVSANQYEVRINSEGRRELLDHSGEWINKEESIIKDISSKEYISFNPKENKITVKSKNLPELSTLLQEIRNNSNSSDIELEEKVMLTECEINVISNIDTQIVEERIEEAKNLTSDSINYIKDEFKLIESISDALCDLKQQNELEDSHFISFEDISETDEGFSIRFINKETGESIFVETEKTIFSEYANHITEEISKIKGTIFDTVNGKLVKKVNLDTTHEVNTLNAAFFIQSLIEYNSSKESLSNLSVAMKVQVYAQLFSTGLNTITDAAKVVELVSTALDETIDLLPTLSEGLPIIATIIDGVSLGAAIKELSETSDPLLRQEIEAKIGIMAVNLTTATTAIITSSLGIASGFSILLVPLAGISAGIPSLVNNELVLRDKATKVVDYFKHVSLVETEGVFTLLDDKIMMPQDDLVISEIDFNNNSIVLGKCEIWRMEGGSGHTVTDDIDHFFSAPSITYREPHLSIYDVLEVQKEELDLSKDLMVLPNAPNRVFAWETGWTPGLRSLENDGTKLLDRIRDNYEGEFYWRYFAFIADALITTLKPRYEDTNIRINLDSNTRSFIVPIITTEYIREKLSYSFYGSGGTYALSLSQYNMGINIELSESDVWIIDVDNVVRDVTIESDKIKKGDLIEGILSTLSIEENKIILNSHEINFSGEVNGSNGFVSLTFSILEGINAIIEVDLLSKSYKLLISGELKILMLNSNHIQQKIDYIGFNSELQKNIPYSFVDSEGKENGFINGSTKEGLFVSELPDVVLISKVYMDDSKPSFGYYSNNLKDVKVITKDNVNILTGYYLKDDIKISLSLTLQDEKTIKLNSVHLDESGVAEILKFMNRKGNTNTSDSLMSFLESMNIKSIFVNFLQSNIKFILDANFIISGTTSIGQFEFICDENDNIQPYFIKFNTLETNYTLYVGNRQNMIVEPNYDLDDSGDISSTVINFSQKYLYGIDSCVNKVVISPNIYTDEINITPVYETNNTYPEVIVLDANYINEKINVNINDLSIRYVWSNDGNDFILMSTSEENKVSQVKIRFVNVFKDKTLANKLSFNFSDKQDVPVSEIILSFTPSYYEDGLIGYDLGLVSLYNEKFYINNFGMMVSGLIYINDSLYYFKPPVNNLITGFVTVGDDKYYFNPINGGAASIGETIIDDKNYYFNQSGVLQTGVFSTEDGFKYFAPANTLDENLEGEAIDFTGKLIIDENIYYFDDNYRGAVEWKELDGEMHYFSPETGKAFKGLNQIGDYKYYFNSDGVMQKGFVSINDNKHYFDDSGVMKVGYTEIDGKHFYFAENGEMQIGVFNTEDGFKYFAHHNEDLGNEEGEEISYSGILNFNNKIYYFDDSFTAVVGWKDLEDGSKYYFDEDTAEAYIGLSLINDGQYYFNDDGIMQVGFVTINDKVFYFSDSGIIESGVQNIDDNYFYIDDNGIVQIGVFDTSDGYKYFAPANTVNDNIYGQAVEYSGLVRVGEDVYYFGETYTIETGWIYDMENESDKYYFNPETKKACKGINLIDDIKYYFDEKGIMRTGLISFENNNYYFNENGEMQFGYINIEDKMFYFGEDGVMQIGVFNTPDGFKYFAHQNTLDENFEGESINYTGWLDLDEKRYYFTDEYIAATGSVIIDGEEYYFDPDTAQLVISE
The depositor's hits bear a star. An excerpt; count on the stated rates, not on these rows.

Results for CO[C@H]1CN(C)C(=O)c2cc(NS(=O)(=O)c3ccccc3)ccc2OC[C@@H](C)NC[C@H]1C ?
TcdB inh: 0.4

What do the screens show for `COc1ccccc1C(=O)N1C[C@@H]2[C@H](c3ccccc31)[C@H](CO)N2C(=O)Nc1ccccc1`?
TcdB inh: -0.6

Results for CC(C)NC(=O)N1CC(=O)N2[C@@H](CO)[C@H](c3ccc(C#CCN(C)C)cc3)[C@@H]2C1 ?
TcdB inh: 0.5

How did COc1ccc(NC(=O)Nc2ccc3c(c2)C(=O)N([C@H](C)CO)C[C@@H](C)[C@H](CN(C)Cc2ccc(Cl)c(Cl)c2)OCCCC[C@@H](C)O3)cc1 do in these assays?
TcdB inh: 0.3

How did N#C[C@H]1[C@@H](c2ccccc2-c2ccc(F)cc2)[C@H](CO)N1c1ncc(-c2ccccc2)s1 do in these assays?
TcdB inh: -0.5

What do the screens show for `CC(=O)N(C)C[C@H]1Oc2ncc(C#Cc3cccnc3)cc2C(=O)N([C@H](C)CO)C[C@H]1C`?
TcdB inh: -0.6

What do the screens show for `CC(C)NC(=O)NCC[C@H]1CC[C@@H](NC(=O)Nc2ccccc2)[C@@H](CO)O1`?
TcdB inh: 0.2

How did Cn1cnc(S(=O)(=O)N2CCCCN3[C@@H](CO)[C@@H](c4ccc(-c5ccccc5)cc4)[C@@H]3C2)c1 do in these assays?
TcdB inh: -0.8

How did CC(C)NC(=O)Nc1ccc2c(c1)C(=O)N([C@@H](C)CO)C[C@H](C)[C@H](CN(C)CC1CCCCC1)O2 do in these assays?
TcdB inh: -1.1

Results for C[C@H](CO)N1C[C@H](C)[C@@H](CN(C)S(=O)(=O)c2ccc(F)cc2)Oc2ccc(NS(=O)(=O)c3ccc(F)cc3)cc2CC1=O ?
TcdB inh: -0.6

How did Cc1ccccc1-c1ccc([C@@H]2[C@H](CO)N3CCCCN(C(=O)Nc4ccccc4)C[C@@H]23)cc1 do in these assays?
TcdB inh: -1.1

What do the screens show for `CC(=O)N(C)C[C@H]1Oc2cc(-c3cccnc3)ccc2S(=O)(=O)N([C@@H](C)CO)C[C@H]1C`?
TcdB inh: 0.9

How did CO[C@H]1CN(C)C(=O)c2ccc(NS(=O)(=O)c3ccc(C)cc3)cc2OC[C@H](C)N(C)C[C@H]1C do in these assays?
TcdB inh: -1.6

How did C[C@@H]1CN([C@@H](C)CO)C(=O)c2cc(NS(=O)(=O)c3ccccc3)ccc2O[C@@H](C)CCCCO[C@H]1CN(C)S(=O)(=O)c1cccs1 do in these assays?
TcdB inh: -8.1

Results for NC(=O)NCC#Cc1ccc2c(c1)[C@]1(C(=O)N2)[C@H](c2ccccc2OCCO)N2[C@H](c3ccccc3)[C@H](c3ccccc3)OC(=O)[C@H]2[C@@H]1C(=O)N1CCCCCCC1 ?
TcdB inh: -0.2

What do the screens show for `CCCNC(=O)Cc1ccc(N2C(=O)CSC2c2ccccc2)cc1` (centres undefined)?
TcdB inh: 1.0

What do the screens show for `COCCNC(=O)C[C@H]1C[C@@H]2c3cc(NC(=O)Nc4ccc(OC)cc4)ccc3O[C@@H]2[C@H](CO)O1`?
TcdB inh: -8.9

How did C[C@H](O)C#Cc1ccc2c(c1)O[C@@H](CN(C)CC1CCCC1)[C@H](C)CN([C@H](C)CO)S2(=O)=O do in these assays?
TcdB inh: -5.6

What do the screens show for `COc1ccc(CN(C)C[C@H]2Oc3ccc(NC(=O)C4CC4)cc3CC(=O)N([C@@H](C)CO)C[C@H]2C)cc1`?
TcdB inh: -0.4

How did C[C@H]1CN([C@@H](C)CO)C(=O)Cc2cc(NC(=O)Nc3ccc4c(c3)OCO4)ccc2O[C@@H]1CN(C)Cc1ccc2c(c1)OCO2 do in these assays?
TcdB inh: -0.7

What do the screens show for `C[C@@H]1CN([C@@H](C)CO)C(=O)c2cc(NC(=O)C3CC3)ccc2O[C@H]1CN(C)C(=O)Nc1ccc2c(c1)OCO2`?
TcdB inh: 0.9

How did O=C(O)C[C@@H]1C[C@H]2c3cc(NC(=O)C4CCOCC4)ccc3O[C@H]2[C@@H](CO)O1 do in these assays?
TcdB inh: -1.7

What do the screens show for `C[C@H](CO)N1C[C@H](C)[C@@H](CN(C)CC2CC2)Oc2c(NC(=O)C3CCOCC3)cccc2C1=O`?
TcdB inh: -0.7

What do the screens show for `C/C=C/c1ccc([C@H]2[C@@H](CO)N(C(=O)C3CCCC3)C23CN(S(C)(=O)=O)C3)cc1`?
TcdB inh: 0.4

How did C[C@@H]1CCCCO[C@H](CN(C)C(=O)CCCN(C)C)[C@@H](C)CN([C@H](C)CO)C(=O)c2cc(NC(=O)CCCN(C)C)ccc2O1 do in these assays?
TcdB inh: 1.6

What do the screens show for `Cc1ccccc1-c1cnc2c(c1)C(=O)N([C@@H](C)CO)C[C@H](C)[C@H](CN(C)Cc1ccccc1F)O2`?
TcdB inh: 0.4

What do the screens show for `C/C=C/c1ccc([C@@H]2[C@@H](CO)N(c3ncc(CC)s3)[C@H]2C#N)cc1`?
TcdB inh: -0.3

What do the screens show for `O=C(Nc1cccc(F)c1)N1CC(=O)N2[C@@H](CO)[C@H](c3ccc(Br)cc3)[C@@H]2C1`?
TcdB inh: 0.1

How did C[C@@H]1CN([C@@H](C)CO)C(=O)c2cccc(NS(=O)(=O)c3ccc(Cl)cc3)c2O[C@H]1CN(C)S(=O)(=O)c1ccccc1 do in these assays?
TcdB inh: 1.5

Results for C[C@@H]1CCCCO[C@H](CN(C)C(=O)Nc2ccc(C(F)(F)F)cc2)[C@@H](C)CN([C@@H](C)CO)C(=O)c2cc(NS(=O)(=O)c3ccc(Cl)cc3)ccc2O1 ?
TcdB inh: 0.4

How did C[C@@H]1CN([C@@H](C)CO)C(=O)c2cc(NC(=O)Nc3ccc4c(c3)OCO4)ccc2O[C@H]1CN(C)S(C)(=O)=O do in these assays?
TcdB inh: 0.0

What do the screens show for `C[C@H]1CN([C@@H](C)CO)C(=O)c2cc(C#CCN(C)C)cnc2O[C@@H]1CN(C)Cc1ccc(C(=O)O)cc1`?
TcdB inh: -8.6

Results for COc1ccc2c3c([nH]c2c1)[C@@H](CO)N(C(=O)CN(C)C)CC31CN(Cc2ccccc2)C1 ?
TcdB inh: -1.4

Results for C[C@@H]1CN([C@@H](C)CO)C(=O)c2cc(NC(=O)Cc3ccccc3)ccc2O[C@@H](C)CCCCO[C@H]1CN(C)C(=O)Cc1ccccc1 ?
TcdB inh: -0.8

How did C[C@@H]1CN([C@H](C)CO)C(=O)c2cccc(NS(=O)(=O)c3cccs3)c2O[C@H]1CN(C)C(=O)Nc1ccc(F)cc1 do in these assays?
TcdB inh: -0.8

Results for COc1ccccc1-c1ccc([C@@H]2[C@H](C#N)N(C(=O)C3CCC3)[C@H]2CO)cc1 ?
TcdB inh: 0.2

How did COc1ccc(NC(=O)N(C)C[C@@H]2Oc3ncccc3C(=O)N([C@H](C)CO)C[C@@H]2C)cc1 do in these assays?
TcdB inh: -0.6

How did O=C(C[C@H]1CC[C@@H]2[C@H](COC[C@H](O)CN2C(=O)Cc2ccccc2)O1)NC1CCCC1 do in these assays?
TcdB inh: -7.4

How did CN(C)C(=O)[C@H]1[C@H](CO)[C@H]2Cn3c(ccc(-c4ccccc4F)c3=O)[C@@H]1N2C(=O)c1ccncc1 do in these assays?
TcdB inh: -0.1

How did O=C(C[C@H]1CC[C@H](NC(=O)C2CCOCC2)[C@@H](CO)O1)NCC1CCCCC1 do in these assays?
TcdB inh: -0.4

Four entries out of the list, ordered by length of the SMILES, falling.
What do the screens show for `C[C@H]1CN([C@@H](C)CO)C(=O)c2cc(C#CCN(C)C)cnc2O[C@@H]1CN(C)Cc1ccc(C(=O)O)cc1`?
TcdB inh: -8.6

What do the screens show for `CC(=O)N(C)C[C@H]1Oc2ncc(C#Cc3cccnc3)cc2C(=O)N([C@H](C)CO)C[C@H]1C`?
TcdB inh: -0.6

Results for COc1ccccc1-c1ccc([C@@H]2[C@H](C#N)N(C(=O)C3CCC3)[C@H]2CO)cc1 ?
TcdB inh: 0.2

What do the screens show for `CC(C)NC(=O)NCC[C@H]1CC[C@@H](NC(=O)Nc2ccccc2)[C@@H](CO)O1`?
TcdB inh: 0.2

In the list so far, these contain a cyano group:
How did N#C[C@H]1[C@@H](c2ccccc2-c2ccc(F)cc2)[C@H](CO)N1c1ncc(-c2ccccc2)s1 do in these assays?
TcdB inh: -0.5

What do the screens show for `C/C=C/c1ccc([C@@H]2[C@@H](CO)N(c3ncc(CC)s3)[C@H]2C#N)cc1`?
TcdB inh: -0.3

Results for COc1ccccc1-c1ccc([C@@H]2[C@H](C#N)N(C(=O)C3CCC3)[C@H]2CO)cc1 ?
TcdB inh: 0.2

Later entries:
Results for CC(=O)N(C)C[C@@H]1Oc2cc(C#C[C@@H](C)O)ccc2S(=O)(=O)N([C@H](C)CO)C[C@@H]1C ?
TcdB inh: 0.1

How did CCNC(=O)C[C@@H]1CC[C@@H]2[C@H](COc3ccc(NC(=O)Nc4c(C)noc4C)cc3C(=O)N2C)O1 do in these assays?
TcdB inh: 0.3

How did C[C@@H]1CCCCO[C@@H](CN(C)S(C)(=O)=O)[C@@H](C)CN([C@H](C)CO)C(=O)c2cc(NC(=O)NC3CCCCC3)ccc2O1 do in these assays?
TcdB inh: -0.2

What do the screens show for `C[C@@H]1CN([C@@H](C)CO)S(=O)(=O)c2ccc(C#CC3CCCC3)cc2O[C@H]1CN(C)C(=O)C1CC1`?
TcdB inh: 0.0

What do the screens show for `CC(C)(O)C#Cc1ccc([C@H]2[C@H](CO)N3CCCCN(S(C)(=O)=O)C[C@@H]23)cc1`?
TcdB inh: -2.5

Results for COc1ccccc1S(=O)(=O)N1C[C@@H]2N[C@H](C1)C2c1ccc(-c2ccncc2)cc1 (some centres undefined) ?
TcdB inh: -0.1

Results for COc1ccc(NC(=O)Nc2ccc3c(c2)C(=O)N([C@H](C)CO)C[C@@H](C)[C@H](CN(C)C(=O)Nc2ccc(C(F)(F)F)cc2)OCCCC[C@@H](C)O3)cc1 ?
TcdB inh: 0.5

Results for CCC(=O)N1[C@@H](CO)[C@@H](c2ccccc2)C12CN(C(=O)c1ccncc1)C2 ?
TcdB inh: -2.0

Results for CNC[C@@H]1Oc2c(NC(=O)C3CCOCC3)cccc2C(=O)N([C@@H](C)CO)C[C@@H]1C ?
TcdB inh: -1.8

What do the screens show for `CC(C)NC(=O)N(C)C[C@H]1Oc2ccc(NS(=O)(=O)c3ccc(F)cc3)cc2CC(=O)N([C@@H](C)CO)C[C@@H]1C`?
TcdB inh: 0.1

Results for C[C@@H]1CCCCO[C@H](CN(C)C(=O)Nc2ccc(C(F)(F)F)cc2)[C@@H](C)CN([C@H](C)CO)C(=O)c2cc(NC(=O)NC3CCCCC3)ccc2O1 ?
TcdB inh: -0.3

How did CO[C@H]1CN(C)C(=O)c2cc(NC(=O)Cc3ccccc3)ccc2OC[C@@H](C)N(C(C)=O)C[C@@H]1C do in these assays?
TcdB inh: -0.6

How did Cc1ccc(S(=O)(=O)N[C@H]2CC[C@@H](CC(=O)N3CCN(c4ccccc4)CC3)O[C@@H]2CO)cc1 do in these assays?
TcdB inh: -0.1

How did CO[C@@H]1CN(C)C(=O)c2ccc(NS(=O)(=O)c3ccccc3)cc2OC[C@@H](C)N(C(=O)NC(C)C)C[C@@H]1C do in these assays?
TcdB inh: 0.3

What do the screens show for `C[C@@H]1CN([C@@H](C)CO)C(=O)c2cc(-c3cccc(F)c3)cnc2O[C@H]1CN(C)C(=O)Nc1cc(F)ccc1F`?
TcdB inh: 0.7

Results for COc1ccc(NC(=O)Nc2ccc3c(c2)C(=O)N([C@H](C)CO)C[C@H](C)[C@H](CN(C)C(=O)Cc2ccccc2)OCCCC[C@@H](C)O3)cc1 ?
TcdB inh: 2.1

What do the screens show for `O=C(Cc1ccccc1)N1CC[C@@H]2[C@H](CO)Nc3ccc(Br)cc3[C@@H]21`?
TcdB inh: -0.3

How did CCC(=O)N1CC2(C1)[C@@H](c1ccc(-c3ccc(F)cc3)cc1)[C@H](CO)N2C(C)=O do in these assays?
TcdB inh: 0.1

What do the screens show for `C[C@@H]1CN([C@@H](C)CO)C(=O)c2c(c3ccccc3n2C)-c2ccccc2CO[C@H]1CN(C)S(=O)(=O)c1ccc(F)cc1`?
TcdB inh: 0.5

Results for COc1ccc(NC(=O)N(C)C[C@H]2OCCCC[C@H](C)Oc3ccc(NS(=O)(=O)c4ccccc4)cc3C(=O)N([C@@H](C)CO)C[C@H]2C)cc1 ?
TcdB inh: 0.8

How did O=C(C[C@H]1CC[C@@H](NC(=O)C2CCOCC2)[C@H](CO)O1)NCC1CCCCC1 do in these assays?
TcdB inh: 1.2

Results for COc1ccc(CN(C)C[C@H]2Oc3ccc(NS(C)(=O)=O)cc3CC(=O)N([C@H](C)CO)C[C@@H]2C)cc1 ?
TcdB inh: 0.0

What do the screens show for `COc1ccc(NC(=O)Nc2cccc3c2O[C@H](CN(C)S(=O)(=O)c2ccc(Cl)cc2)[C@@H](C)CN([C@@H](C)CO)C3=O)cc1`?
TcdB inh: -0.5

What do the screens show for `Cc1ccc(S(=O)(=O)Nc2cccc3c2O[C@@H](CN(C)C(=O)NC(C)C)[C@@H](C)CN([C@@H](C)CO)C3=O)cc1`?
TcdB inh: 0.5

How did O=S(=O)(c1ccc(F)cc1)N1CCCCN2[C@H](CO)[C@H](c3ccc(C#CC4CC4)cc3)[C@@H]2C1 do in these assays?
TcdB inh: -0.5

How did CS(=O)(=O)N1[C@H](C#N)[C@@H](c2ccccc2)[C@H]1CO do in these assays?
TcdB inh: -0.4
